Assay outcomes deposited in PubChem BioAssay by several laboratories.
West Nile antiviral: inhibition of WNV-induced cytopathic effect – cell-based, CPE readout (AID 1621). West Nile virus-infected cells, CPE inhibition; higher % means a stronger effect. CPE inhibition, % at 10 µM, or IC50 in µM where a hit was titrated. actives 0.02% (n = 290,000); in the data active means a potency from the dose series; inconclusive means CPE inhibition mostly from about 3.7% at the one dose, without a potency; inactive means the rest, 99 in 100 with CPE inhibition below about 2.2%; further: strong numbers were not always called active
RSV CPE inhibition: RSV antiviral activity via CPE protection, HEp-2 cells, primary 10 µM value included (AID 2391); HEp-2 cells, RSV-induced CPE inhibition; higher % means a stronger effect; one-dose CPE inhibition, % at 10 µM; IC50 in µM for titrated hits; actives 0.13% (n = 310,000); in the data active means a potency from the dose series; inconclusive means CPE inhibition mostly from about 23% at the one dose, without a potency; inactive means the rest, 99 in 100 with CPE inhibition below about 21%; further: strong numbers were not always called active
AID2073: inhibitors of Mint1-CaV2.2 protein interaction, biochemical, HTRF (AID 2073); HTRF protein-protein interaction, Mint1-CaV2.2; higher % means a stronger effect; one-dose inhibition, % at 20 µM; IC50 in µM for titrated hits; actives 0.19% (n = 290,000); in the data active means inhibition mostly above about 51%, no sharp cut-off; inconclusive means no clear call, values can overlap the other calls; inactive means mostly below about 53%; further: some results filed as inactive read as strong as hits
SIAH1 antagonists: blockers of Siah-1 interaction with plectin peptide – biochemical, fluorescence polarization, rhodamine-plectin, uHTS, primary screen (AID 1817) | actives 0.02% (n = 290,000) | displacement, % at 20 µM; hits with a dose series show IC50 in µM | Siah-1 / rhodamine-plectin peptide fluorescence polarization; higher % means a stronger effect;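 active means displacement of at least 50% at 20 µM, with a fluorescence ratio check between 0.3 and a set limit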;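 further: plate controls were Siah plus tracer with DMSO for no effect and tracer alone without Siah for full effect; strong numbers were not always called active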
Dengue-2 NS5 capping: Dengue-2 NS5 methyltransferase inhibitors, primary screen, biochemical, confirmation dose response (AID 588689); Dengue-2 NS5 methyltransferase capping enzyme assay, biochemical; higher % means a stronger effect; one-dose inhibition, % at 25 µM; IC50 in µM for titrated hits; actives 0.3% (n = 340,000); in the data active means a potency from the dose series; inconclusive means inhibition above about 29% without an active follow-up result
Rac1 GTP hydrolysis: MgcRacGAP GTPase-activating activity inhibitors, confirmation, biochemical, ADP Hunter fluorescence; actives 0.6% (n = 340,000); MgcRacGAP-stimulated Rac1 GTP hydrolysis, ADP Hunter fluorescence; higher % means a stronger effect; GST-tagged Rac1 F28L mutant substrate; inhibition, % at 30 µM; hits with a dose series show IC50 in µM; AID 624330;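 active means first-screen hits whose inhibition reached a set limit at any dose in the follow-up dose series; inconclusive means inhibition above the set first-screen limit but never retested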;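 further: fluorescence reports GDP produced by GAP-driven GTP hydrolysis; strong numbers were not always called active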
UTI89 phage lysis: inhibition of K1F phage lysis, E. coli UTI89, bacterial capsule biogenesis inhibitors, alamar blue (AID 488966) | E. coli UTI89 K1F phage lysis, alamar blue, 2 h; higher % means a stronger effect | actives 0.02% (n = 340,000) | one-dose inhibition, % at 100 µM; IC50 in µM for titrated hits;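 active means phage lysis inhibition, versus mean bacterial control, above a set limit; inconclusive means no clear call, values can overlap the other calls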;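 further: capsule biogenesis inhibitors block K1F phage lysis so surviving cells raise fluorescence; higher fluorescence means more inhibition of phage lysis; actives were called in the ten point dose series up to 300 µM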
NTR1 agonist: NTR1-driven beta-arrestin-GFP spot formation – imaging, U2OS cells, high content, primary screen (AID 493036) | agonist mode | activation, % at 20 µM | actives 0.17% (n = 330,000);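 active means activation at or above 40% of the spot to cytoplasm intensity ratio, with at least 20 cells analyzed; inconclusive means wells under 20 cells, flagged as cytotoxic or low count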;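 further: 0% = DMSO without peptide and 100% = 100 nM NTR1 peptide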
Target sequence (P30989 whole entry, looked up): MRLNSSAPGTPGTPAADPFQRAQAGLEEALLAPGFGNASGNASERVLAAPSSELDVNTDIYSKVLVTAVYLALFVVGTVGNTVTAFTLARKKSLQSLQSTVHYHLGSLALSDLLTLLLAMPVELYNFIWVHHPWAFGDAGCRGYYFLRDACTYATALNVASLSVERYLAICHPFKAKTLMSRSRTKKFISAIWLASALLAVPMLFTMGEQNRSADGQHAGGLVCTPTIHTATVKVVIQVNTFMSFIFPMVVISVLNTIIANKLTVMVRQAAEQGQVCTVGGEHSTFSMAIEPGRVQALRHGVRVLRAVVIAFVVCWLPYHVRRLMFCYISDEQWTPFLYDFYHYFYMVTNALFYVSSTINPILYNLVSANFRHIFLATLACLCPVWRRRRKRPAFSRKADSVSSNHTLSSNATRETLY
SV40 large T antigen: SV40 large T antigen inhibitors, biochemical (AID 1903). SV40 large T antigen ATPase/helicase inhibition assay; higher % means a stronger effect. actives 0.39% (n = 310,000). inhibition, % at 20 µM; hits with a dose series show IC50 in µM; in the data active means a potency from the dose series; inconclusive means inhibition mostly from about 32% at the one dose, without a potency; inactive means the rest, 99 in 100 with inhibition below about 32%; further: strong numbers were not always called active
NTR1 agonist cell count 20 µM: second read-out of NTR1 agonist, no call of its own (marks repeat the call); cell count; measured here: cell count, cytotoxicity flag
Dengue-2 NS5 capping pilot replicate: also measured in Dengue-2 NS5 capping; calls as there; inhibition, %; measured here: pilot screen replicate inhibition
Active calls of the source: *; ? = inconclusive; · = no result given; [ ] = remark or other dose.

SMILES	West Nile antiviral	RSV CPE inhibition	AID2073	SIAH1 antagonists	Dengue-2 NS5 capping	Rac1 GTP hydrolysis	UTI89 phage lysis	NTR1 agonist	NTR1 agonist cell count 20 µM	SV40 large T antigen	others
CCCCn1c(-c2c(Cl)c(C)nn2C)n[nH]c1=S	0.5%	1.2%	-8%	2%	-7%	-3%	1.2%	1.9	34	1%
Cc1cc(-n2nc3ccccc3n2)c(O)c([N+](=O)[O-])c1	0.1%	1.2%	4%	-1%	·	13%	0.4%	0.2	60	28%
O=C(/C=C/c1ccc(F)cc1)Nc1nc2ccccc2[nH]1	-0.5%	1.4%	19%	18%	·	·	·	-0.5	36	2%
CC(c1nnc(SCC(=O)Nc2cc([N+](=O)[O-])ccc2F)n1Cc1ccccc1)N(C)C (stereo unspecified)	-0.8%	2.1%	9%	7%	1%	7%	-0.3%	-1.4	61	8%
COc1ccccc1Nc1ccc(S(=O)(=O)N2CCCCC2)cc1[N+](=O)[O-]	-1.1%	6.8%	-5%	10%	-9%	5%	3.5%	1.4	62	1%
CCOC(=O)Cn1c(C(C)=O)nc2ccccc21	0.1%	-0.3%	25%	4%	-3%	10%	0.2%	4.7	59	17%
COc1ccc([C@H]2CC(=O)C=C(c3cccc(Cl)c3O)C2)cc1OC	·	2.1%	·	·	-8%	11%	2.5%	0.2	70	·
CCN(CC)C(=O)c1ccc2c(=O)n(CCOC)c(=S)[nH]c2c1	-1.3%	-0.3%	-22%	-2%	4%	-3%	0.6%	-0.7	78	14%
COc1ccc(NCc2nnc(SCC(=O)Nc3cc(C(F)(F)F)ccc3Cl)o2)cc1	0.1%	0.7%	-15%	3%	4%	12%	2.9%	-0.1	103	21%
O=C(CCc1ccc(S(=O)(=O)N2CCOCC2)cc1)N/N=C/c1ccc(O)c(O)c1O	1.7%	0.3%	14%	41%	51µM*	-101%	4.3%	0.1	53	-5%
Cc1ccc(C(=O)N2CCN(Cc3nc4sc5c(c4c(=O)[nH]3)CCCC5)CC2)cc1	0.2%	13%	11%	10%	1%	6%	-0.6%	4.1	52	2%
COc1cc(C(=O)NCC(=O)Nc2c(C)cccc2C)ccc1OCc1ccccc1	·	-0.5%	·	·	-5%	6%	-0.1%[50 µM]	3.8	47	·
O=C(NC1CCCC1)C(c1ccsc1)N(Cc1ccccc1)C(=O)Cc1cccs1 (stereo unspecified)	·	-1.7%	32%	-2%	-10%	-2%	0.6%	3.2	49	19%
COc1ccc([C@@H]2C(C#N)=C(N)S[C@@H](c3ccccc3)[C@@H]2[N+](=O)[O-])cc1	-1.3%	14%	-6%	7%	-8%	8%	6.1%	-0.3	59	6%
COc1cc(/C=C2\SC(N)=NC2=O)cc(Cl)c1O	-0.3%	-0.1%	-10%	-10%	-66%	44µM*	-0.4%	-0.5	75	35%
COC(=O)CNC(=O)COC(=O)c1cc(Cl)cc(Cl)c1N	-0.2%	0.9%	11%	0%	-2%	2%	-0.6%	-1.0	89	-4%
CC1CCN(C(=O)CNC(=O)Cn2ccc3ccccc3c2=O)CC1	0.2%	2.5%	-5%	-2%	3%	-1%	0.2%	-1.7	93	-1%
O=C(NCCN1CCN(c2ccccc2F)CC1)C1c2ccccc2C(=O)N2CCc3ccccc3C12 (stereo unspecified)	0.2%	-0.1%	5%	3%	0%	6%	0.6%	-4.5	88	-2%
COc1ccc(NC(=O)CCOc2ccc(C)cc2)cc1S(=O)(=O)N1CCOCC1	·	0.4%	·	·	6%	11%	0.7%[50 µM]	-0.1	66	·
CCN(CC)S(=O)(=O)c1cc(C(=O)Nc2ccccc2C(=O)O)ccc1OC	0.3%	-0.5%	4%	-3%	-5%	2%	4.4%	0.1	50	1%
COc1ccc(C2(c3ccc(OC)cc3)NC(=O)N(CC(=O)N(C)c3ccccc3)C2=O)cc1	0.2%	0.9%	-2%	2%	1%	5%	0.4%	6.5	62	-1%
OC(CNc1ncnc2sccc12)c1ccccc1 (stereo unspecified)	-1.8%	0.2%	36%	4%	-2%	-6%	-0.3%	-0.8	34	9%
CC(/C=C/c1ccc2c(c1)OCO2)=N/NC(=O)c1ccc(C)nc1	-0.5%	3.3%	6%	5%	1%	-11%	-6.7%	1.5	55	-3%
CCOC(=O)CCSc1nc(C)cc(C(F)(F)F)c1C#N	0.0%	-1.4%	28%	0%	-6%	0%	2.4%	17	63	4%
CCCOc1ccc(C(C)=O)cc1CSc1nc(O)cc(=O)[nH]1	0.3%	0.3%	8%	-6%	-1%	7%	1.3%	-0.7	35	21%
COc1cccc(N2CCN(C(=O)CCCCCNc3nc(=S)[nH]c4ccccc34)CC2)c1	-0.3%	-2.2%	2%	-4%	-1%	8%	0.1%	3.7	55	16%
Cc1cccc(NC(=O)COC(=O)c2cc3ccccc3oc2=O)c1	-0.4%	7.2%	5%	16%	5%	5%	0.1%	0.2	38	8%
CN1CC(=O)N/C1=N\C(=O)Nc1ccc2c(c1)N(C)C(=O)CS2	0.9%	0.1%	-7%	1%	0%	3%	3.0%	1.0	49	24%
CCC(C)(C)NC(=O)c1ccc(Sc2nncn2C)c([N+](=O)[O-])c1	0.0%	2.1%	-1%	10%	3%	-2%	0.7%[50 µM]	1.4	70	4%
N#Cc1ccsc1NC(=O)C1CCCN1S(=O)(=O)c1cccs1 (stereo unspecified)	·	0.6%	·	·	1%	11%	1.6%[50 µM]	1.3	71	7%
Cc1cccc2c1NC(=O)C21N2CCCC2C(C(=O)c2ccc3ccccc3c2)C12C(=O)Nc1ccccc12 (stereo unspecified)	0.2%	-0.2%	10%	-1%	·	·	·	14	69	4%
COc1ccc(CNC(=O)NS(=O)(=O)c2ccc(C)cc2)cc1	0.1%	2.9%	·	·	3%	3%	1.6%	-1.4	58	10%
Cc1ccc(NC(=O)CN2C(=O)NC(C)(c3ccccc3)C2=O)c(C)c1 (stereo unspecified)	-0.5%	0.3%	5%	-4%	6%	1%	0.1%	0.1	52	9%
C=CCn1c(C)c(C(C)=O)c(N2CCCC2)nc1=S	-0.2%	0.2%	-6%	3%	8%	10%	0.5%[50 µM]	-0.6	62	4%
COC(=O)c1[nH]c(C)c(/C(O)=C2\C(=O)C(=O)N(CCN(C)C)C2c2ccc(C)o2)c1C (stereo unspecified)	0.3%	2.5%	-9%	7%	13%	11%	0.5%	0.5	38	4%
CCOc1ccc(C)cc1S(=O)(=O)Nc1cccnc1	-0.1%	-0.4%	·	·	-10%	1%	0.6%	0.6	76	·
CS(=O)(=O)NCCSCc1ccc(Cl)cc1	0.6%	0.4%	-14%	0%	5%	2%	0.3%	1.0	86	9%
CC1=CC(=C(C#N)c2nc3ccccc3s2)C=C(C)N1Cc1ccco1	-0.2%	1.2%	14%	2%	1%	15%	0.0%	8.5	46	2%
CCN(C(=O)c1cc2c(=O)[nH]c3ccc(C)cc3c2s1)c1ccccc1C	-0.3%	1.1%	26%	5%	-7%	8%	0.1%	2.2	67	17%
COc1ccccc1NC(=O)CSc1nnnn1-c1ccc(C(=O)O)cc1	0.7%	2.0%	7%	-4%	2%	4%	0.4%	7.6	48	9%
CC(C)(C)c1ccc(COC(=O)CNC(=O)CNC(=O)Cc2ccccc2)cc1	-0.2%	-0.9%	4%	-3%	-5%	4%	2.9%	0.7	52	4%
COc1ccc(-c2nsc(C(=O)N(c3ccc(F)cc3)C(C(=O)NC3CCCC3)c3ccc(OC)cc3)c2N)cc1 (stereo unspecified)	0.0%	1.4%	28%	5%	-5%	5%	0.9%	2.5	48	1%	Dengue-2 NS5 capping pilot replicate=-2.7
O=C(COC(=O)CCCNC(=O)c1ccc(Cl)cc1)NCc1ccccc1Cl	·	1.2%	10%	-5%	13%	-12%	0.0%	1.0	36	10%
CC(C)c1nnc(NC(=O)c2cccnc2)s1	0.3%	1.0%	-3%	-2%	-5%	16%	1.9%	-0.5	37	3%
Cc1onc(-c2ccccc2)c1C(=O)Nc1nnc(CC(C)C)s1	-0.1%	1.8%	-8%	-5%	-6%	7%	-0.5%	-0.1	49	8%
CC(=O)c1cc(-c2ccccc2)n(CC(=O)NCc2cccs2)c1C	-0.5%	1.3%	14%	0%	-2%	3%	4.0%[50 µM]	-0.1	54	21%
C[C@H](CO)N1C[C@H](C)[C@@H](CN(C)S(C)(=O)=O)Oc2ccc(NC(=O)NC3CCCCC3)cc2C1=O	·	·	·	·	0%	13%	2.2%	5.3	50	·
Cc1cc(NS(=O)(=O)c2ccccc2)c([N+](=O)[O-])cc1C	0.2%	3.2%	3%	-2%	4%	0%	-4.5%	0.5	33	2%
Cc1ccccc1/C=N/N1CCN(c2ccccc2)CC1	0.2%	1.9%	-17%	0%	-5%	2%	1.2%[50 µM]	0.8	57	12%
CCOC(=O)[C@H]1[C@H]2COc3ccc(Cl)cc3[C@@H]2N2C(=O)[C@@H](CO)NC(=O)[C@@]12C	·	·	·	·	3%	3%	3.3%	-0.3	68	·
CCOC(=O)N1CCN(C(=O)c2ccccc2NC(=O)c2ccc(OC)cc2)CC1	0.4%	1.8%	-3%	-2%	-5%	9%	-4.3%	-0.5	50	16%
Cc1ccc(NC(=S)Nc2ccc(S(=O)(=O)Nc3ncccn3)cc2)cc1Cl	0.6%	-0.6%	-8%	16%	·	·	·	0.4	63	12%
O=C(c1ccc(=O)oc1)N1CCCc2ccccc21	0.1%	2.1%	3%	-1%	43%	?	0.2%	1.3	32	?
CCc1cccc(CC)c1C(O)c1cccnc1 (stereo unspecified)	-0.2%	1.2%	2%	-2%	-8%	4%	-3.2%	-0.1	63	4%
CC(=O)Nc1ccc(C(=O)CSc2nnc(C)o2)cc1	0.4%	-0.1%	4%	-3%	-8%	8%	0.2%	0.6	70	5%
O=C(O)c1cccc(CN2C(=O)S/C(=C/c3cccc([N+](=O)[O-])c3)C2=O)c1	0.3%	12%	-5%	-2%	83µM*	12%	0.3%	3.9	45	24%

This is a random part of the collection; any-hit rate near 1.6%.
